KB-V1 cytotox: KB-V1 MDR subline cytotoxicity; 400,000 compounds, 3.4% hits; KB-V1 MDR cells viability, CellTiter-Glo, 72 h; Potency, µM (series often up to 46.1 µM), for inactives: at the highest dose activity change, negative = cytotoxicity, usual class: cytotoxic; also: potency is read from the fitted curve at half-maximal effect; % is scaled to controls: 0 for no effect and ±100 for the full control effect; nearly all actives have a fitted effect of over 60% in size
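Compound-treated KB-V1 multidrug-resistant cells, 72 h, 37 degrees C; viability by CellTiter-Glo. Fitted qHTS curves give the values.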
HT1080 IDH1KD tx: HT-1080 IDH1 knockdown cell toxicity (counter line) | HT-1080 IDH1 knockdown viability, ATP luminescence, 48 h | Potency, µM (top dose mostly 46.1 µM), without a hit: top-dose activity, negative = toxicity, actives largely listed as cytotoxic | 360,000 compounds, 2% hits;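 also: potency is read from the fitted curve at half-maximal effect; 0% = DMSO wells and -100% = cell-free medium wells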
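% activity derives from luminescence (CellTiter-Glo), normalised to DMSO and no-cell wells. HT-1080-IDH1KD cells, 750/well, had 48 h compound exposure at 37 °C.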
DRD3 agonist: D3 dopamine receptor (human) agonism; D3R DiscoveRx beta-arrestin cells, luminescence, 90 min; max activation, %; P35462; AID 652048; 410,000 compounds, 0.58% hits; in the data active = max activation above about 30%; also: 0% is about no effect; mostly tested at two doses, the higher about 12 µM
Target sequence (P35462 whole entry, looked up): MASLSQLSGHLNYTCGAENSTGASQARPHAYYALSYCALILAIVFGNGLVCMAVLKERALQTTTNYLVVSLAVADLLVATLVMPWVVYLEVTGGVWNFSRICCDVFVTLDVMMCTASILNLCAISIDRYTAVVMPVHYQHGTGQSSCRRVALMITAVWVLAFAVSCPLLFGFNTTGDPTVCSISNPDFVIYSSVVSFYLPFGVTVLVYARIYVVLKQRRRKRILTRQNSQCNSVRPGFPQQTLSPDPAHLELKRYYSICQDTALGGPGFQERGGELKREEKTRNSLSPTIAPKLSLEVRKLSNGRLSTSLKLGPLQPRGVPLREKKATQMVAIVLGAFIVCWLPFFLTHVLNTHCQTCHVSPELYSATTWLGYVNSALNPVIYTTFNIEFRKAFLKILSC
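Agonist mode: compounds and dopamine controls were applied to plated cells for 90 min at 37 degrees C after an overnight attachment at 1500 cells/well. Luminescent read-out followed 30 - 60 minutes at room temperature with DiscoveRx detection reagent.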
IL-1B inflam inh: inflammasome signaling inhibition, IL-1 beta readout | THP-1 LPS/ATP IL-1B secretion, AlphaLISA, 16 h; active compounds read low | activity change, % at 57.5 µM | 360,000 compounds, 4.7% hits | AID 743279; in the data active = activity change below about -50%; inconclusive = mostly about -30% to -49%; also: % is scaled to controls: 0 for no effect and ±100 for the full control effect
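THP-1 cells pretreated 1 hr with compounds (up to 57.5 uM final), then stimulated with LPS (250 ng/mL final) plus ATP (1.25 mM final); secreted IL-1B measured by AlphaLISA after 16 hr, decreased signal indicating inhibition.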
HT1080NT lethal: kills 2HG-producing HT-1080-NT fibrosarcoma cells; HT-1080-NT fibrosarcoma viability, CellTiter-Glo ATP luminescence, 48 h; Potency, µM (highest dose often 46.1 µM), inactives show at the top dose activity, negative = less viability, hits mostly cytotoxic; 360,000 compounds, 1.6% hits; AID 686970;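 also: NT is the 2HG producing partner of a matched IDH1 knockdown line; potency is read from the fitted curve at half-maximal effect; 0% = DMSO-treated cells and -100% = media-only wells without cells; nearly all actives have a fitted effect of over 55% in size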
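Compounds were tested in concentration-response format on HT-1080-NT cells for 48 hours at 37 degrees C. Cell viability came from CellTiter-Glo luminescence; curves were classified by r2, response magnitude and activity.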
SW480 rereplic: inducers of DNA re-replication in SW480 colon cancer cells; SW480 DNA re-replication, Hoechst DNA content imaging, 48 h; 340,000 compounds, 1.8% hits; Potency, µM (doses to about 46.1 µM), for inactives: top-dose re-replication activation, hits mostly activators; AID 624297; also: potency is read from the fitted curve at half-maximal effect; % of control where 0% means no effect; nearly all actives have a fitted effect of over 55% in size
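Treated cells incubate 48 hr (37 C, 5% CO2), are stained 40 min with Hoechst, and nuclear fluorescence is enumerated; a rise in nuclei with high DNA signal marks re-replication.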
DRD3 antagonist: antagonists of human D3 dopamine receptor; P35462; D3R cells, DiscoveRx beta-arrestin luminescence, antagonist mode; active compounds read low; 360,000 compounds, 2.5% hits; max response, negative = inhibition, %; AID 652054; in the data active = max response below about -50%; inconclusive = no clear call, values can overlap the other calls; also: % is scaled to controls: 0 for no effect and ±100 for the full control effect; mostly tested at two doses, the higher about 12 µM
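Cells expressing the human receptor were seeded at 1500 cells/well, incubated overnight at 37 degrees C in 5% CO2, then exposed to library compounds with dopamine controls for 90 minutes at 37 degrees C before luminescent detection.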
GLP1R ag: GLP-1 receptor (human) agonism | P43220 | 380,000 compounds, 0.007% hits | Potency, µM (top dose mostly 45.6 µM), inactives show top-dose activation, actives largely listed as activators | HEK293 GLP-1R CRE-luciferase, luminescence, 4-6 h; cells express a hypersensitive GLP-1R form; also: potency is read from the fitted curve at half-maximal effect; % of control where 0% means no effect
Target sequence (P43220 whole entry, looked up): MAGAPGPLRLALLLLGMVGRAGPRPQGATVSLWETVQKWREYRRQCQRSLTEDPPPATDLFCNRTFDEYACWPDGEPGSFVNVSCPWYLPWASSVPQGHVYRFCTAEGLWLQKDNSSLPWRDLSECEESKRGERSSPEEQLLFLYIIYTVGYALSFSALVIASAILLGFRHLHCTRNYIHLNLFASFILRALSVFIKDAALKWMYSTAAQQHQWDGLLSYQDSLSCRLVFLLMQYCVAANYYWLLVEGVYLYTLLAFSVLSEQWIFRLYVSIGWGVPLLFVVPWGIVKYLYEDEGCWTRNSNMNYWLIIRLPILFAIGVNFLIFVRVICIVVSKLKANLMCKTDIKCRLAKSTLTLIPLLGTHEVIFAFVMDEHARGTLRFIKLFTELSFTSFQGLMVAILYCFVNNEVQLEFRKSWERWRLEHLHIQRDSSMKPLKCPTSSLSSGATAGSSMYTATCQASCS
KB-3-1 cytotox: KB-3-1 parental cell cytotoxicity. KB-3-1 viability, CellTiter-Glo ATP luminescence, 72 h. Potency, µM (highest dose often 46.1 µM), without a hit: top-dose activity change, negative = cytotoxic, actives largely listed as cytotoxic. 400,000 compounds, 1.4% hits. AID 1347075; also: potency is read from the fitted curve at half-maximal effect; % is scaled to controls: 0 for no effect and ±100 for the full control effect; nearly all actives have a fitted effect of over 60% in size
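72 h, 37 °C compound treatment of KB-3-1 parental cells; CellTiter-Glo added, 10 min, luminescence read. Data corrected against DMSO-only plates and normalized before curve fitting.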
* = called active by the depositor; ? = inconclusive; · = no result given; & = joins results of further samples; [ ] = remark or other dose. Unless noted, calls follow the shape of the dose curve; as a rule, active = well fitted curve in the direction sought with a large enough effect; inconclusive = small, poorly fitted or top-dose-only effect, or another doubt; inactive = no such curve, though single readings can be large; an effect the other way counts as inactive or inconclusive.

SMILES	KB-V1 cytotox	HT1080 IDH1KD tx	DRD3 agonist	IL-1B inflam inh	HT1080NT lethal	SW480 rereplic	DRD3 antagonist	GLP1R ag	KB-3-1 cytotox
CCCCN(CC)CCNC(=O)c1cn(CCOC)c(=O)c2c1c1ccccc1n2C	12%&8%	-1%	-1&-11	-15	4%	21%	6	-1%	2%&-6%
CN1C(=O)N(CC(=O)Nc2cccc(S(=O)(=O)N(C)c3ccccc3)c2)C(=O)C12CCCCC2	?	-1%	3	-20	-3%	1%	-5	2%	-2%
CC12CC(NC(=O)N1c1cccc(C(=O)N3CCN(c4ccccn4)CC3)c1)c1ccccc1O2 (stereo not drawn)	2%	7%	-3	-9	5%	1%	-29	-4%	-3%
CCOC(=O)N1CCC(NC(=O)c2cc(S(=O)(=O)N3CCc4ccccc43)cn2C)CC1	3.3µM*	-3%	3	-6	4%	-1%	29	-9%	?
Cc1ccc(S(=O)(=O)N(CC(=O)N2CCc3ccccc3C2)c2cccc(Cl)c2)cc1	?	-14%	1	-7	-18%	?	-12	-4%	-5%
Cc1ccc(SCCC(=O)N2CCOCC2)cc1	-13%	-5%	1	10	-2%	-14%	12	1%	4%
O=C(O)Cn1cnc2c(oc3ccccc32)c1=O	0%	21%	-4	20	-2%	?	-4	5%	3%
CCOC(=O)c1cc2[nH]c3ccccc3c2[n+](-c2ccc([N+](=O)[O-])cc2)c1C	4%	-25%	1	0	-15%	·	-2	-6%	3%
COc1ccc(CN2CCn3ncc(C(=O)Nc4ccccc4)c3C2=O)cc1	-21%	-21%	-2	-4	-17%	-3%	?	-9%	-1%
Fc1ccccc1/C=N/Nc1ncnc2ccccc12	-8%	?	-32	28	-7%	-1%	?	6%	-18%
CCCCn1c(=N)n(CC(O)COc2ccc(C)cc2)c2ccccc21 (stereo not drawn)	?	11µM*	1	-73*	?	22%	9	6%	18µM*
CCOc1ccc(NS(=O)(=O)c2cccs2)cc1S(=O)(=O)N1CCCC1	10%	6%	0	11	-1%	·	3	2%	-4%
Cc1c(C(=O)O)sc(S(=O)(=O)N2CCN(C(=O)CC(C)c3ccccc3)CC2)c1C(=O)O (stereo not drawn)	0%	5%	0	4	8%	-5%	-17	-20%	1%
CCN(CC(=O)Nc1cc(Cl)ccc1C)C(=O)CCc1nc2ccccc2c(=O)[nH]1	?	-2%	1	-2	-4%	10%	-13	-1%	22%
O=C1C2CCCCC2C(=O)N1c1ccc(NC2CCCCC2)c([N+](=O)[O-])c1 (stereo not drawn)	-9%	-3%	-32	-3	-8%	-3%	-25	-2%	-3%
O=C(Cn1ccc2ccccc2c1=O)NCCC(=O)Nc1cccc(Cl)c1	-25%	?	-32	27	?	-11%	9	-2%	-14%
c1ccc(OCCOCCSc2ncccn2)cc1	-19%	5%	7	12	-1%	-2%	66	-1%	-12%
Cc1cc(Nc2cc(C)on2)n2ncnc2n1	4%	13%	2	11	11%	-5%	-4	6%	9%
Cc1cccc(C)c1OCC(=O)Nc1ccc(S(=O)(=O)Nc2ccccn2)cc1	0%	0%	5	-10	-1%	-4%	4	-1%	2%
Cc1cc(Cl)ccc1C(O)c1ncc(-c2ccc(F)cc2)[nH]1 (stereo not drawn)	-5%	21µM*	-18	-14	?	·	-16	0%	0%
Cc1ccc(F)c([C@H]2C3C=CCC(c4ccccc4)C3C(=O)N2Cc2ccccc2)c1 (stereo partly drawn)	1%	?	-11	-13	?	-2%[9.22 µM]	-17	0%	?
Cc1cccc(C)c1OCCN1C(=O)NC(C)(c2ccccc2)C1=O (stereo not drawn)	?	-12%	4	14	-18%	0%	-1	3%	-25%
CCCCNC(=S)NNC(=O)c1csc2c1CCC(C)C2 (stereo not drawn)	-6%	-3%	-28	-16	?	3%	-19	-3%	-11%
O=C(O)C1CCCN1S(=O)(=O)c1ccc2ccccc2c1 (stereo not drawn)	26%	4%	2	15	7%	7%	-3	3%	-3%
CN(Cc1ccccc1)C(=O)c1cccc(NC(=O)Cc2ccc(NC(=O)C3CCCN(C(=O)C4CC4)C3)cc2)c1 (stereo not drawn)	25%	5%	-8	6	-2%	-4%	4	-4%	-4%
The list goes on.
SMILES	KB-V1 cytotox	HT1080 IDH1KD tx	DRD3 agonist	IL-1B inflam inh	HT1080NT lethal	SW480 rereplic	DRD3 antagonist	GLP1R ag	KB-3-1 cytotox
CCOc1ccc(NC(=O)NCCN2CCN(c3cc(Cl)ccc3C)CC2)cc1	-6%	·	-19	·	·	·	·	0%	-12%
CC(C)(C)c1ccc(O)c(O)c1	2%	?	0&7	-81*	?	?	7	-1%	?
COc1ccc(-c2noc(CSc3ccc(C)cc3)n2)cc1	-3%	2%	-7	4	-3%	7%	23	-2%	-13%
Cn1c(=O)c2c(nc(-n3ccnc3)n2Cc2ccc([N+](=O)[O-])cc2)n(C)c1=O	0%	-1%	-28	-12	1%	0%	?	1%	-1%
NC(=O)CCS(=O)(=O)CCN1CCCCC1	9%	9%	1	-4	12%	-2%	-3	-7%	20%
CCCOc1ccc(-c2c(C(=O)N/N=C/c3ccsc3)nnn2-c2nonc2N)cc1	18%	8%	4	10	7%	-11%	18	5%	2%
O=C(NCCN1C(=O)S/C(=C\c2ccc(F)cc2)C1=O)c1cccc(S(=O)(=O)N2CCOCC2)c1	?	-28%	-7	0	-20%	·	17	0%	1%
COc1ccc(OC)c(NC(=O)CSc2ccc3nnc(-c4ccccn4)n3n2)c1	-9%	-2%	3	-13	3%	?	-7	1%	4%
c1ccc2c(CSc3nnc(-c4ccncc4)o3)cccc2c1	15µM*	10%	8	-6	?	0%	-6	27%	15%
CCCCCOC(=O)C(C)c1c(C)[nH]c(=S)[nH]c1=O (stereo not drawn)	0%	-4%	2	11	-1%	-3%	43	0%	-1%
O=C(/C=C/c1ccc(S(=O)(=O)N2CCOCC2)cc1)NC(=S)NCCCn1ccnc1	-11%	?	-1	-75*	-19%	71%	0	1%	0%
Cn1c(=S)[nH]c2c(c1=O)C(C)(C)Cc1ccccc1-2	-1%	-7%	-7	74	-17%	-9%	-25	9%	-5%
CC(C)N1C(=O)c2ccccc2NC(=O)C1C(=O)NCc1cccc(C(F)(F)F)c1 (stereo not drawn)	1%	23%	3	6	22%	·	7	·	19%
O=c1c(F)cn(C2CCCO2)c(=O)n1Cc1ccccc1Cl (stereo not drawn)	?	-3%	0	6	0%	4%	-16	15%	?
CSCCCN1CCC(n2nccc2NC(=O)CCCc2ccccc2)CC1	·	-2%	-47	-9	-6%	23%	-50*	5%	·
COc1ccc(NC(=O)Cn2c(=O)n(Cc3ccccc3Cl)c(=O)c3cc(OC)c(OC)cc32)cc1OC	18%	·	-9	·	·	·	·	0%	3%
CC1C=CCC2C(=O)N(c3cccc(C(=O)NCCc4ccccc4)c3)C(=O)C12 (stereo not drawn)	-8%	-2%	-1	52	-5%	-5%	-9	5%	28%
CC(Oc1ccc2ccc(=O)oc2c1)C(=O)NC1CCN(Cc2ccccc2)CC1 (stereo not drawn)	0%	-3%	0	-14	-1%	-3%	-17	-2%	0%
CC1CC(=O)Nc2ccccc2N1C(=O)CSc1nnnn1C(C)C (stereo not drawn)	0%	8%	0	0	-7%[9.24 µM]	-5%	-9	16%	12%
CCN(Cc1nc(-c2ccc(C)cc2)no1)C(=O)c1ccco1	-14%	-3%	12	-13	-12%	?	10	12%	2%
Cc1ccc(Nc2c(-c3ccco3)nc3ccccn23)cc1	?	2%	13	-15	-1%	-4%	20	22%	3%
CCOC(=O)c1c(N)sn(-c2ccccc2C)c1=S	0%	-2%	-10	-24	-13%	-2%	?	-1%	2%
Cc1cccc(NC(=O)CCC(=O)OCc2ccc(Br)cc2)c1	8%	3%	-5	0	7%	-7%	-5	0%	-3%
CN(C)CCCNC(=O)/C(=C\c1ccc(-c2cccc([N+](=O)[O-])c2)o1)NC(=O)c1ccccc1	-1%	?	-15	-119*	?	?	-22	14%	10%
Cc1cc(NC(=O)C(C)SCC(=O)Nc2nnc(CC(C)C)s2)no1 (stereo not drawn)	?	13%	1	8	3%	-8%	-16	-15%	12%

Quoted at random: three compounds from above, in no set order.
SMILES	KB-V1 cytotox	HT1080 IDH1KD tx	DRD3 agonist	IL-1B inflam inh	HT1080NT lethal	SW480 rereplic	DRD3 antagonist	GLP1R ag	KB-3-1 cytotox
Cc1ccc(Nc2c(-c3ccco3)nc3ccccn23)cc1	?	2%	13	-15	-1%	-4%	20	22%	3%
CC1C=CCC2C(=O)N(c3cccc(C(=O)NCCc4ccccc4)c3)C(=O)C12 (stereo not drawn)	-8%	-2%	-1	52	-5%	-5%	-9	5%	28%
CCCCCOC(=O)C(C)c1c(C)[nH]c(=S)[nH]c1=O (stereo not drawn)	0%	-4%	2	11	-1%	-3%	43	0%	-1%

Next section:
SMILES	KB-V1 cytotox	HT1080 IDH1KD tx	DRD3 agonist	IL-1B inflam inh	HT1080NT lethal	SW480 rereplic	DRD3 antagonist	GLP1R ag	KB-3-1 cytotox
O=C(NCc1ccncc1)C(=O)N/N=C/c1ccccc1OCc1ccccc1	8%	-4%	1	-8	-2%	-1%	-7	6%	-2%
Nc1nonc1-c1noc(N2CCCCC2)n1	21%	11%	0	0	13%	-1%	-12	-9%	-19%
Cc1ccc(-c2nnc(SCC(=O)Nc3ccc4c(c3)oc3ccccc34)n2C)c(Cl)c1	2.6µM*	-4%	13	-6	?	0%	-9	-17%	-29%
CCn1c(C)cc(/C=C2/SC(=O)N(C(C)C(=O)OC)C2=O)c1C (stereo not drawn)	-5%	-9%	1	-5	?	-1%	-16	?	?
COCCNC(=O)c1ccc2c(c1)nc(C)n2-c1cccc(Cl)c1	-4%	9%	5	?	17%	-27%	-6	6%	14%
O=C(Nc1ccc2c(c1)CCC2)c1cccc(F)c1	-8%	-10%	-4	?	-12%	4%	0	6%	-9%
CCOc1ccc(-c2c(C(=O)N/N=C/c3ccc(O)cc3)nnn2-c2nonc2N)cc1	-7%	?	-1	39	-19%	?	-8	10%	-2%
COc1ccc(C(=O)N2CCOC2CNC(=O)C(=O)NCc2ccccc2)cc1 (stereo not drawn)	-18%	-1%	-4	-18	-3%	·	-10	-7%	-6%

From PubChem BioAssay
